Screening data: PubChem BioAssay, National Center for Advancing Translational Sciences (NCATS)
ATXN viability – cell viability loss in ATXN counter-screen. S2 cells (HEK-293 line with an ATXN2-luciferase reporter) viability, CellTiter-Fluor protease fluorescence, 24 h. Potency, µM (highest dose often 56.7 µM), actives largely listed as cytotoxic. hit rate 0.49% among 400,000. AID 651635; note: potency is the fitted concentration of half-maximal effect; nearly all actives have a fitted effect of over 40% in size
TGFb SMAD3 inh – inhibitors of TGF-b signaling | Potency, µM (highest dose often 46.1 µM), without a hit: top-dose activity, negative = inhibition, most hits filed as inhibitors | hit rate 1.2% among 410,000 | AID 588855 | HepG2 CAGA-GFP TGF-b/SMAD3 reporter, GFP fluorescence, 18 h; TGF-beta stimulated, 500 pg/mL final; note: potency is the fitted concentration of half-maximal effect; % is set by controls: 0 for no effect and ±100 for the full control effect; nearly all actives have a fitted effect of over 65% in size
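TGF-beta reporter screen: HEPG2 CAGA-GFP, 1% FBS, 500 pg/mL TGF-beta final, 18 h; per-cell GFP summed per well; curves fitted and categorized by class.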
Nrf2 ARE act – activators of Nrf2 (ARE) signaling; hit rate 0.31% among 410,000; AID 624171; Potency, µM (top dose mostly 46.1 µM), for inactives: top-dose activation, hits mostly activators; AREc32 ARE-luciferase reporter (MCF7-derived line), luminescence, 24 h; note: potency is the fitted concentration of half-maximal effect; % of control where 0% means no effect; nearly all actives have a fitted effect of over 65% in size
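AREc32 cells carrying an ARE-driven firefly luciferase, 1000 cells/well in OPTI-MEM with 5% FBS, dosed after overnight attachment and incubated 24 hr at 37 deg C. Steady-Glo luminescence read after 30 min at RT.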
Nrf2 block – Nrf2 pathway inhibition; AID 504444; hit rate 2.1% among 360,000; A549 ARE-Fluc reporter, luciferase luminescence, 18-24 h; Potency, µM (series often up to 46 µM), without a hit: top-dose activity change, negative = inhibition, actives largely listed as inhibitors; note: potency is the fitted concentration of half-maximal effect; % is set by controls: 0 for no effect and ±100 for the full control effect; nearly all actives have a fitted effect of over 60% in size
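Nrf2 function is reported as luminescence of an ARE-controlled luciferase in A549 cells. Compounds were tested at several concentrations, and a CellTiter-Fluor read on the same wells flagged cytotoxicity.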
A549 viability – kills or reduces viability of A549 cells in Nrf2 counter-screen; A549 ARE-Fluc cells, CellTiter-Fluor viability, 18-24 h; Potency, µM (highest dose often 46 µM), inactives show at the highest dose activity change, negative = cytotoxicity, hits mostly inhibitors; hit rate 0.16% among 390,000; AID 504648; note: potency is the fitted concentration of half-maximal effect; % is set by controls: 0 for no effect and ±100 for the full control effect
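A549 ARE_Fluc cells in 5% FBS OPTI-MEM were exposed to compounds in concentration-response for 18-24 h at 37 deg C. Viability was read by CellTiter-Fluor fluorescence (Ex 405/Em 525) after 30 min, before the luciferase read.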
MmCpn inh – inhibitors of Methanococcus maripaludis chaperonin (MmCpn); hit rate 0.031% among 330,000; purified Mm-Cpn ATPase, ADP Transcreener TR-FRET; Potency, µM (top dose mostly 76.9 µM), for inactives: top-dose activity, negative = inhibition, actives largely listed as inhibitors; AID 504842; note: potency is the fitted concentration of half-maximal effect; % is set by controls: 0 for no effect and ±100 for the full control effect; nearly all actives have a fitted effect of over 80% in size
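Purified archaeal Mm-CPN (25nM final) preincubated 10 min at 37degC with compound, then 10uM ATP for 30 min at 37degC; ADP measured by HTRF Transcreener TR-FRET; buffer 30 mM TRIS pH 7.4, 100mM KCl, 5mM MgCl2, 1mM DTT.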
CCT chaperon mod – cytosolic chaperonin activity modulation; purified chaperonin ATPase assay, HTRF ADP detection, 30 min; activity change, % (test concentration not listed), hits read low; hit rate 0.3% among 360,000; AID 651819; in the data active = activity change below about -30%; note: % is set by controls: 0 for no effect and ±100 for the full control effect
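TRiC at 40 or 20 nM final (batch-dependent) in 30 mM Tris pH 7.4, 100 mM KCl, 5 mM MgCl2, 1 mM DTT, with compound at single 76 uM and 10 uM ATP, 30 min at 37 deg C. ADP detected by HTRF Transcreener, 665/615 ratio.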
HepG2 viability – kills HepG2 cells in TGF-b inhibitor counter-screen | HepG2 CAGA-GFP viability, ATP luminescence, 18 h | Potency, µM (highest dose often 46.1 µM), for inactives: at the top dose activity change, negative = cytotoxicity, usual class: cytotoxic | hit rate 0.76% among 410,000; note: potency is the fitted concentration of half-maximal effect; some results filed as inactive show a strong effect at the top dose
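CellTiter-Glo luminescence gave cytotoxicity after 18 hours at 37 degrees C. The cells were HepG2 CAGA-GFP in 1% FBS DMEM, stimulated with 500 pg/mL TGF-beta after compound addition. %Activity was normalised to no-cell wells (complete cell-killing) and DMSO (no toxicity), and curves were fitted and classified.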
pAkt inh – Akt phosphorylation inhibition. Neuro2A IGF-stimulated pAkt S473 HTRF, 20 min; active compounds read low. AID 651550. hit rate 0.32% among 360,000. activity change, % for hits at 50 µM; in the data active = activity change below about -80%; inconclusive = mostly about -51% to -80%; note: % is set by controls: 0 for no effect and ±100 for the full control effect
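Single-point screen (50 µM final compound) in Neuro2A cells stimulated 20 min with 6 nM IGF at 37 deg C. After lysis, Ser473-phosphorylated Akt read by HTRF (ex 330 nm, em 615/665 nm) as the 665/615 ratio.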
An asterisk follows results filed as active; i = inactive; u = inconclusive; x = no result given; [ ] = remark or other dose. Unless noted, calls come from the whole dose curve; as a rule, active = well fitted curve in the direction sought with a large enough effect; inconclusive = small, poorly fitted or top-dose-only effect, or another doubt; inactive = no such curve, though single readings can be large; an effect the other way counts as inactive or inconclusive. Compounds as they come; any-hit rate near 4.4%.

SMILES	ATXN viability	TGFb SMAD3 inh	Nrf2 ARE act	Nrf2 block	A549 viability	MmCpn inh	CCT chaperon mod	HepG2 viability	pAkt inh
Cc1cccc(C)c1-n1ncc(C(=O)NCCCN2CCC(C)CC2)c1C1CCN(C(=O)OC(C)(C)C)CC1	i	2%	-0.7%	u	7%	x	x	5%	x
CC1CN(C(=O)c2ccc([N+](=O)[O-])s2)CC(C)O1 (stereo not drawn)	i	-26%	0.0%	u	6%	-3%	-1.2	-8%	i
Cc1ccccc1N1CCN(C2CCCN(C(=O)CCC(F)(F)F)C2)CC1 (stereo not drawn)	i	-2%	-0.9%	-3%	-4%	2%	-2.7	0%	i
N#Cc1c(OCC(=O)c2ccccc2)nc2c(c1-c1ccco1)CCc1ccccc1-2	u	-3%	20%	-22%	-9%	-3%	0.4	-2%	i
COc1ccc(S(=O)(=O)Oc2ccc3cccc(N)c3c2)cc1	i	0%	1.8%	-16%	-10%	x	-0.4	-7%	i
Oc1ccc2ccccc2c1C=NC1CCCCC1	i	4%	8.6%	25%	-3%	-3%	1.0	2%	i
Brc1cccc(-c2nc3c4ccccc4ccn3c2Cc2ccccc2)c1	i	u	20%	x	x	x	-1.0	-26%	i
C=C(C)CNC(=S)N/N=C(\C)c1ccc(OC)cc1	i	u	4.4%	14%	13%	-1%	-0.4	-18%	i
CCCCn1c(SC(C)C(=O)c2ccc(OC)cc2)nc2cc(S(N)(=O)=O)ccc21 (stereo not drawn)	i	-1%	0.1%	u	u	-3%	0.6	-16%	x
CCN(CC)Cc1c(O)ccc2occ(C(=O)c3ccccc3)c12	i	-8%	15%	3%	-11%	0%	-2.2	-9%	i
O=C(CCc1ccccc1)NNc1ccc(F)cc1	i	4%	-0.1%	27%	1%	-5%	0.1	-60%	i
CC1CCN(S(=O)(=O)c2cc3c4c(c2)CCN4C(=O)CC3)CC1	i	13%	2.7%	9%	1%	0%	0.9	2%	i
CC(NS(=O)(=O)c1cccc(C(=O)O)c1)C12CC3CC(CC(C3)C1)C2 (stereo not drawn)	i	-6%	-0.5%	18%	9%	-1%	2.7	-3%	i
CC(=O)Nc1ccc(NC(=O)C2CCCN2C(=O)NC2CCCCC2)cc1 (stereo not drawn)	i	7%	-0.4%	2%	2%	1%	0.6	-5%	i
CC1CCN(C(=O)CSCC(=O)O)CC1	i	17%	0.0%	-4%	0%	-1%	-0.8	6%	i

Quoted from the results shown, 3 compounds:
SMILES	ATXN viability	TGFb SMAD3 inh	Nrf2 ARE act	Nrf2 block	A549 viability	MmCpn inh	CCT chaperon mod	HepG2 viability	pAkt inh
CC(NS(=O)(=O)c1cccc(C(=O)O)c1)C12CC3CC(CC(C3)C1)C2 (stereo not drawn)	i	-6%	-0.5%	18%	9%	-1%	2.7	-3%	i
CC(=O)Nc1ccc(NC(=O)C2CCCN2C(=O)NC2CCCCC2)cc1 (stereo not drawn)	i	7%	-0.4%	2%	2%	1%	0.6	-5%	i
CC1CCN(C(=O)CSCC(=O)O)CC1	i	17%	0.0%	-4%	0%	-1%	-0.8	6%	i

Next section.
SMILES	ATXN viability	TGFb SMAD3 inh	Nrf2 ARE act	Nrf2 block	A549 viability	MmCpn inh	CCT chaperon mod	HepG2 viability	pAkt inh
Cc1ccc(C)c(-c2csc(NC(=O)C3=COCCO3)n2)c1	i	-17%	2.2%	u	1%	0%	1.5	-2%	i
O=C(COc1ccc(S(=O)(=O)NC2CCCCC2)cc1Cl)NCc1cccnc1	i	3%	6.9%	u	-1%	-5%	0.1	-1%	i
FC(F)(F)c1ccc(/C=N/N2CCN(Cc3cccc4ccccc34)CC2)cc1	i	-7%	-0.4%	-9%	20%	1%	-1.6	-21%	i
CC(=O)c1ccc(Cc2ccc(C(C)=O)s2)s1	i	-7%	7.2%	x	x	x	-0.8	-28%	i
O=C(CCC(=O)N1CCN(S(=O)(=O)c2cccc(F)c2)CC1)c1cccs1	i	10%	-0.4%	-1%	4%	-1%	-8.3	0%	i
FC(F)(F)c1cccc(CN2CCCCCC2)c1	i	-6%	-1.1%	3%	1%	3%	-1.4	8%	i
COc1ccc(C(=O)Nc2sc3c(c2C(=O)NCc2ccco2)CCCC3)cc1OC	i	4%	0.2%	-16%	-1%	0%	0.9	0%	i
Fc1ccccc1N1CCN(C(c2ccncc2)c2nnnn2C2CCCC2)CC1 (stereo not drawn)	u	-2%	3.0%	18%	1%	-1%	-1.6	-1%	i
Cc1cccc(NC(=O)CSc2nc3ccccc3c(=O)n2CC2CCCO2)c1 (stereo not drawn)	u	2%	-0.3%	u	-4%	-1%	-2.3	-24%	i
COc1cc(NC(=O)CN(C)Cc2cccc(F)c2)c(C)cc1[N+](=O)[O-]	i	-7%	0.3%	2%	2%	0%	-4.2	19%	i
Cc1ccnc(SCC(=O)N2CCC(C(N)=O)CC2)n1	u	1%	-0.2%	4%	x	0%	-1.0	1%	i
COc1ccc(NC(=S)N2CCN(S(=O)(=O)c3ccc(F)cc3)CC2)cc1OC	i	0%	0.1%	-12%	-4%	-4%	-0.4	-43%	i
Cc1ccc(C(=O)NCC(=O)Nc2ccc(Cl)cc2)s1	i	20%	0.2%	-8%	-6%	0%	1.1	2%	i
Cc1ccc(S(=O)(=O)N2CCN(Cc3cc(C(C)C)ccc3O)CC2)cc1	i	-17%	-0.1%	-29%	-5%	-6%	-0.9	-5%	i
COc1ccc(NS(=O)(=O)c2ccc(OCC(=O)N3CCOCC3)cc2)cc1Cl	i	-12%	-0.2%	u	-2%	-2%	-0.3	-15%	i
CCOC(=O)c1sc(NC(=O)c2c(CC)noc2C)nc1C	u	31%[activator]	-0.4%	-13%	-1%	1%	-0.1	12%	i
CCc1ccc(CCC(=O)N2CCN(S(=O)(=O)c3sc(C(=O)O)c(C)c3C(=O)O)CC2)cc1	i	u	-0.8%	20%	1%	x	-1.3	-7%	i
COc1ccc(CCNS(=O)(=O)c2ccc(Cl)cc2)cc1OC	i	-10%	0.1%	-9%	2%	1%	0.1	-13%	i
CCOc1ccc2oc(C(=O)NC3CCN(Cc4ccccc4)CC3)c(C)c2c1	i	u	-0.3%	u	1%	4%	-1.7	-33%	i
CCOCCCNc1c(CC)c(C)c(C#N)c2nc3ccccc3n12	i	-4%	-0.3%	u	-13%	1%	-9.2	-13%	i
O=C(COc1ccccc1)N1CCN(C(=O)c2ccccc2F)CC1	i	-5%	-0.5%	1%	-6%	-3%	-1.5	-10%	i
COC(=O)CC(=O)CSc1nc2c(cc1C#N)CCCCC2	i	-6%	-0.5%	11%	-2%	-3%	-8.4	3%	i
O=C(CSc1nnc(CNC(=O)c2ccco2)o1)NC1CCCC1	i	0%	-0.4%	17%	-3%	x	-0.7	-23%	i
COc1cccc(/C=C2\SC(=S)N(C(C)C(=O)NC3C=CS(=O)(=O)C3)C2=O)c1 (stereo not drawn)	i	-5%	18µM*	2%	3%	1%	0.9	-27%	i
CC(=O)OCCCN1c2ccccc2Nc2nnc(-c3ccccc3)cc21	u	-1%	1.3%	10%	-5%	0%	-0.2	-32%	i
Cc1ccc(CNC(=O)c2cc3ccccc3oc2=O)cc1	i	-6%	-0.7%	-1%	0%	x	0.1	6%	i
Cc1cc(C)nc(NS(=O)(=O)c2ccc(NC(=O)CSc3ncn[nH]3)cc2)n1	i	13%	1.6%	17%	-1%	-4%	-0.6	21%	i
O=C(O)CSCC(=O)NCc1ccccc1Cl	i	1%	-0.4%	-1%	1%	0%	0.5	1%	i
Cc1ccc(NC(=O)Cc2ccccc2Cl)cc1S(=O)(=O)N(C)C	i	-43%	1.7%	u	-17%	-2%	1.1	-24%	i
COc1ccc(CNc2ncc(-c3ccc(Cl)cc3)n2C)c(OC)c1OC	i	-6%	0.6%	2%	2%	1%	2.6	-5%	i
O=S(=O)(Cc1ccccc1)N1CCc2ccccc2C1	i	-11%	-0.5%	-18%	-7%	0%	-1.5	-2%	i
Cc1ccc2[nH]c(=O)c(C(c3nnnn3CCc3ccccc3)N3CCOCC3)cc2c1 (stereo not drawn)	i	-1%	-0.7%	5%	15%	-3%	2.1	10%	i
CSc1ccc(CCNC(=O)Cn2ccc3cc(S(=O)(=O)N4CCCCCC4)ccc32)cc1	i	-8%	2.4%	u	-10%	x	x	-17%	x
COc1cccc(CNS(=O)(=O)c2ccccc2Br)c1OC	i	-12%	0.7%	8%	2%	x	-1.8	1%	i
CCCCNCCS(=O)(=O)NCc1ccccc1	i	2%	0.4%	3%	-5%	x	1.4	10%	i
CCCCN(CC)C(=O)c1ccc2c(c1)NC(=O)c1ccccc1S2	i	-27%	3.6%	u	-6%	x	x	-14%	x
Cc1ccc(-c2nc3ccccc3o2)cc1NC(=S)NC(=O)c1cc2ccccc2o1	i	-12%	2.4%	-8%	-11%	1%	-1.3	-3%	i
COC(CNC(=O)c1c[nH]c2ccc(S(=O)(=O)N3CCC4(CC3)OCCO4)cc2c1=O)OC	i	3.5µM*	-0.1%	7%	-4%	0%	1.4	-4%	i
O=C(COC(=O)c1cc(=O)[nH]c2ccccc12)NCCc1ccccc1	i	-1%	-0.3%	3%	0%	-1%	-0.9	1%	i
COc1cccc(CCNC(=O)COc2cccc3c2OC(C)(C)C3)c1	i	-2%	0.2%	-11%	-11%	0%	0.0	18%	i
COc1ccc(/C=C/CN2CCN(Cc3ccc(C)cc3)C(CCO)C2)cc1 (stereo not drawn)	i	-12%	-0.2%	-3%	1%	-1%	0.0	-18%	i
O=C(NCC1CCN(Cc2cccc(Cl)c2)CC1)Nc1ccc(Cl)cc1	u	u	-3.7%	-17%	u	3%	0.2	-86%	i
